# From PubChem BioAssay
# TbPYK inhibitor: qHTS of Trypanosoma Brucei Inhibitors; pyruvate kinase (Trypanosoma brucei), Q57TT1; TbPYK enzyme, Kinase-Glo Plus ATP luminescence, 45 min; Potency, µM (doses to about 76.8 µM), inactives show top-dose activity, negative = inhibition, hits mostly inhibitors; actives 0.12% (n = 410,000); AID 624173, 2012; note: potency is the fitted concentration of half-maximal effect; % is set by controls: 0 for no effect and ±100 for the full control effect; nearly all actives have a fitted effect of over 50% in size
#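 In this concentration-response screen, enzyme-free wells defined baseline while DMSO plates tracked drift. Each reaction combined TbPYK, substrate, compound and 130 uM ADP for 45 min at room temperature. Kinase-Glo Plus luminescence gave the signal.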
# Pf growth 48h: Primary qHTS for delayed death inhibitors of the malarial parasite plastid, 48 hour incubation. P. falciparum luciferase growth in erythrocytes, 48 h. Potency, µM (series often up to 28.7 µM), for inactives: top-dose activity change, negative = inhibition, actives largely listed as inhibitors. actives 5.9% (n = 310,000). AID 504832, 2011; note: potency is the fitted concentration of half-maximal effect; % is set by controls: 0 for no effect and ±100 for the full control effect
#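 Growth was read as firefly luciferase luminescence after a 48 h, 37 C, 5% CO2 exposure of compounds to reporter-bearing P. falciparum cultures (0.1% parasitemia, 2% hematocrit final) in Albumax-supplemented RPMI 1640.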
# Pf growth 96h: Primary qHTS for delayed death inhibitors of the malarial parasite plastid, 96 hour incubation; P. falciparum luciferase reporter growth, 96 h; AID 504834, 2011; Potency, µM (top dose mostly 28.7 µM), for the others: at the highest dose activity change, negative = inhibition, actives largely listed as inhibitors; actives 6.9% (n = 320,000); note: potency is the fitted concentration of half-maximal effect; % is set by controls: 0 for no effect and ±100 for the full control effect
#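 Luminescence readout: decreased luciferase signal marks inhibited growth of reporter-expressing P. falciparum in infected red cells (2% hematocrit, 0.05% parasitemia final), exposed to compound two generations (96 h, 37 C, 5% CO2).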
# Cycloheximide cs: Cycloheximide Counterscreen for Small Molecule Inhibitors of Shiga Toxin | cell reporter, cycloheximide protein synthesis inhibition counterscreen | max response, % | actives 12% (n = 300,000) | AID 2314, 2010; in the data active = max response mostly above about 13%, no sharp cut-off; inactive = mostly below about 14%; note: read at 38.3 µM for the half of the compounds with a filed dose; 0% is about no effect
# LmPK inh: qHTS Assay for Inhibitors of Leishmania Mexicana Pyruvate Kinase (LmPK). purified LmPK, Kinase-Glo ATP luminescence, 1 h. actives 0.37% (n = 290,000). Q27686. Potency, µM (series often up to 57.5 µM), for inactives: top-dose activity change, negative = inhibition, actives largely listed as inhibitors; note: potency is the fitted concentration of half-maximal effect; % is set by controls: 0 for no effect and ±100 for the full control effect
# Target sequence (Q27686 whole entry, looked up): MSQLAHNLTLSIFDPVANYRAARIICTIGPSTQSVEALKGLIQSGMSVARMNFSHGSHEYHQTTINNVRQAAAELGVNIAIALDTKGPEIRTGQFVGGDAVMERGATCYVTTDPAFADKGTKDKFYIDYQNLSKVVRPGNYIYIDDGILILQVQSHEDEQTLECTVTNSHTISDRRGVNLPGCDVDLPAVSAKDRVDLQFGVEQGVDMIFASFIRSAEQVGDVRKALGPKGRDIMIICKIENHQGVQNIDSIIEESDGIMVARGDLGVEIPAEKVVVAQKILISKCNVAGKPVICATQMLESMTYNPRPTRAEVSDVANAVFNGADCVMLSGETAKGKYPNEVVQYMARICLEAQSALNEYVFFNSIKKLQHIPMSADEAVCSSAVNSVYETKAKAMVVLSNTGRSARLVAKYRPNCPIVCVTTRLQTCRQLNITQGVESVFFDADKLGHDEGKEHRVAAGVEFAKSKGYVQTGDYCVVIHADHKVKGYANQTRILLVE
#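 qHTS format; LmPK 0.1 nM; substrates PEP 0.5 mM and ADP 0.1 mM. One-hour room-temperature incubation, then coupled luciferase luminescence; 0.5 nM enzyme wells mark activation.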
# Shiga inhibitor: A qHTS for Small Molecule Inhibitors of Shiga Toxin; Vero cells, Shiga toxin protein synthesis inhibition reporter; inhibition, % at 38.7 µM; actives 9.2% (n = 290,000); in the data active = inhibition mostly above about 28%, no sharp cut-off; inactive = mostly below about 43%; note: 0% is about no effect
# AMA1 RON2 block: qHTS for Inhibitors of AMA1-RON; Towards Development of Antimalarial Drug Lead: Primary Screen. Plasmodium falciparum AMA1 (3D7) - RON2 peptide interaction. AlphaScreen AMA1-biotinylated RON2 peptide binding. Potency, µM (top dose mostly 58.2 µM), without a hit: top-dose activity change, negative = inhibition, hits mostly inhibitors. actives 0.2% (n = 360,000). AID 720542, 2013;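 note: potency is the fitted concentration of half-maximal effect; 0% = vehicle wells and -100% = peptide control; nearly all actives have a fitted effect of over 45% in size; some results filed as inactive show a strong effect at the top dose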
#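 AMA1 (3D7) with his tag at 25 nM final met compounds first, then biotinylated RON2 peptide at 25 nM; detection used donor plus acceptor beads, 10 µg/mL apiece, read by AlphaScreen after 30 min at room temperature.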
# Numbers without * were called inactive; ? = inconclusive; / = not tested or not shown; [ ] = remark or other dose. Unless noted, calls come from the whole dose curve; as a rule, active = well fitted curve in the direction sought with a large enough effect; inconclusive = small, poorly fitted or top-dose-only effect, or another doubt; inactive = no such curve, though single readings can be large; an effect the other way counts as inactive or inconclusive. Compounds as they come; overall some 21% were active at least once.
SMILES,TbPYK inhibitor,Pf growth 48h,Pf growth 96h,Cycloheximide cs,LmPK inh,Shiga inhibitor,AMA1 RON2 block
CCOc1ccc(S(=O)(=O)Nc2ccc(C(=O)NCC(c3ccco3)N(C)C)cc2)cc1 (centres undefined),-10%,-26%,?,-2,1%,-4,4%
COCCN(C(=O)Nc1ccccc1)c1ccccc1,6%,11%,/,5,1%,49,-8%
COc1ccc(CCC(=O)N2CC(C)OC(C)C2)cc1 (centres undefined),6%,0%,/,12,-13%,6,7%
COc1ccc(N2CCN(C(CNC(=O)c3cccs3)c3ccco3)CC2)cc1 (centres undefined),1%,?,-1%,/,/,/,-9%
O=C1NC[C@H](Cc2ccccc2)N(CCc2cccc(F)c2)C1=O,0%,3%,-9%,-7,7%,-5,-1%
O=C(Nc1ccc(-n2cc(Cl)cn2)cc1)c1ccncc1,1%,1%,-12%,8,-6%,10,-1%
CC(=O)Nc1ccc(S(=O)(=O)NCCC(=O)OC(C)C(=O)NC2(C#N)CCCCC2)cc1 (centres undefined),0%,-26%,11%,/,/,/,8%
CCOC(=O)[C@H]1[C@H]2COc3ccc(Br)cc3[C@@H]2N2C(=O)CN(CC3CCCO3)C(=O)[C@@]12C (some centres undefined),-2%,?,?,/,/,/,9%
COc1ccc2nc(SCC(=O)NN)cc(C)c2c1,/,-3%,?,2,-1%,1,-11%
CCOC(=O)c1nn(-c2ccc(F)cc2)c(=O)c2c(N)scc12,-25%,?,16%,19*,6%,19,-3%
Cc1cnc(C(=O)OC(C)C(=O)NCc2ccccc2)cn1 (centres undefined),1%,-1%,-14%,/,/,/,-5%
N#Cc1cc2cc3c(cc2nc1SCC(=O)N1CCCC1)OCCO3,3%,63%[activator],-1%,19,2%,51*,8%
O=C(Cn1cnc2cc([N+](=O)[O-])ccc2c1=O)Nc1cccc(S(=O)(=O)N2CCOCC2)c1,4%,-13%,2%,-3,-1%,18,8%
CCOC(=O)c1cnc2c(-c3ccccc3)c(C)nn2c1N,-3%,/,?,-2,2%,-5,27%
COCCNC(=O)c1c(N)sc2c1CCCC2,/,9.3µM*,?,-3,3%,-18,/

# For reference, 14 of the compounds above:
SMILES,TbPYK inhibitor,Pf growth 48h,Pf growth 96h,Cycloheximide cs,LmPK inh,Shiga inhibitor,AMA1 RON2 block
COCCN(C(=O)Nc1ccccc1)c1ccccc1,6%,11%,/,5,1%,49,-8%
COc1ccc(CCC(=O)N2CC(C)OC(C)C2)cc1 (centres undefined),6%,0%,/,12,-13%,6,7%
COc1ccc(N2CCN(C(CNC(=O)c3cccs3)c3ccco3)CC2)cc1 (centres undefined),1%,?,-1%,/,/,/,-9%
O=C1NC[C@H](Cc2ccccc2)N(CCc2cccc(F)c2)C1=O,0%,3%,-9%,-7,7%,-5,-1%
O=C(Nc1ccc(-n2cc(Cl)cn2)cc1)c1ccncc1,1%,1%,-12%,8,-6%,10,-1%
CC(=O)Nc1ccc(S(=O)(=O)NCCC(=O)OC(C)C(=O)NC2(C#N)CCCCC2)cc1 (centres undefined),0%,-26%,11%,/,/,/,8%
CCOC(=O)[C@H]1[C@H]2COc3ccc(Br)cc3[C@@H]2N2C(=O)CN(CC3CCCO3)C(=O)[C@@]12C (some centres undefined),-2%,?,?,/,/,/,9%
COc1ccc2nc(SCC(=O)NN)cc(C)c2c1,/,-3%,?,2,-1%,1,-11%
CCOC(=O)c1nn(-c2ccc(F)cc2)c(=O)c2c(N)scc12,-25%,?,16%,19*,6%,19,-3%
Cc1cnc(C(=O)OC(C)C(=O)NCc2ccccc2)cn1 (centres undefined),1%,-1%,-14%,/,/,/,-5%
N#Cc1cc2cc3c(cc2nc1SCC(=O)N1CCCC1)OCCO3,3%,63%[activator],-1%,19,2%,51*,8%
O=C(Cn1cnc2cc([N+](=O)[O-])ccc2c1=O)Nc1cccc(S(=O)(=O)N2CCOCC2)c1,4%,-13%,2%,-3,-1%,18,8%
CCOC(=O)c1cnc2c(-c3ccccc3)c(C)nn2c1N,-3%,/,?,-2,2%,-5,27%
COCCNC(=O)c1c(N)sc2c1CCCC2,/,9.3µM*,?,-3,3%,-18,/

# Following part
SMILES,TbPYK inhibitor,Pf growth 48h,Pf growth 96h,Cycloheximide cs,LmPK inh,Shiga inhibitor,AMA1 RON2 block
COc1ccc(Cn2nnnc2CN(CCCN2CCOCC2)Cc2cc3cc(OC)ccc3[nH]c2=O)cc1,4%,?,?,-2,5%,-6,22%
CCOCCCNCc1cc(Cl)cc(Cl)c1OCC,-4%,?,?,-6,4%,-11,-1%
CCC[C@@H]1O[C@@H]2C[C@@H]3[C@H]4CCC5=CC(=O)C=C[C@@]5(C)[C@H]4[C@H](O)C[C@@]3(C)[C@@]2(C(=O)CO)O1,3%,11µM*,4.8µM*,/,/,/,/
OCC1(Cc2cccc(C(F)(F)F)c2)CCN(Cc2cc3ccccc3o2)CC1,28%,?,-21%,-4,5%,-3,?
CCOC(=O)C1(CCOc2ccccc2)CCN(Cc2cccc(OC)c2O)CC1,-4%,0.59µM*,-22%,-1,-8%,0,-8%
COc1ccc(S(=O)(=O)Cc2ccccc2)cc1N,0%,19%,2%,-2,2%,-2,16%
CCO[C@H]1OC(C(=O)N2CCCCCCC2)=C[C@@H](c2csc3ccccc23)[C@@H]1CCCO,1%,15%,?,0,-3%,17,-1%
COCCNC(=O)COC(=O)C1=Cc2ccccc2OC1,-4%,6%,?,13,0%,-4,-1%
CC(C)Cc1nnc(NC(=O)c2cccc(S(=O)(=O)N3CCN(C)CC3)c2)s1,-16%,1%,-5%,/,/,/,-21%
O=C(Cn1ncc2c(=O)oc3ccccc3c21)N1CCN(c2ccccn2)CC1,0%,-12%,-5%,14,-4%,-16,20%
O=c1c2ccccc2c(-c2ccccc2)nn1Cc1ccccc1,-5%,-1%,-16%,-1,1%,-3,1%
CCOCCCNC(=O)C1CCN(S(=O)(=O)c2ccc(C)cc2)CC1,-2%,?,?,1,-2%,-2,1%
CN(C)C(=O)N1CCC(C(=O)NCc2ccc(F)cc2Cl)CC1,-3%,-1%,0%,-1,3%,-7,1%
Cc1cc(C)c(C(=O)CSc2nnc(C)s2)c(C)c1,-5%,-13%,13%,16,1%,28,-8%
Cc1cc(S(=O)(=O)Nc2ccc3c(c2)n(C)c(=O)n3C)ccc1F,-6%,?,423%[activator],7,7%,26,-5%
COc1ccccc1C(=O)Nc1ccc(C)cc1C(=O)c1ccccc1,-19%,10%,-27%,-3,3%,-5,-9%[2.32 µM]
Clc1ccc(-c2ccc(CNCC3CCCO3)o2)cc1 (centres undefined),4%,34%[activator],55%[activator],35*,2%,96*,-16%
CCOc1ccccc1N(C(=O)c1snc(C(N)=O)c1N)C(CC)C(=O)NC1CCCC1 (centres undefined),0%,-27%,7%,-3,-1%,10,-8%
O=C(CSc1ncnc2c1cnn2-c1ccccc1Cl)N1CCN(C(=O)c2ccco2)CC1,3%,-19%,7.4µM*,-6,2%,-9,-18%
COc1ccc(Cl)cc1NC(=O)Cn1c(C)csc1=O,2%,-29%,?,/,/,/,-1%
CN(CC(=O)Nc1ccccc1Cl)C(=O)COC(=O)c1nc(Cl)c(Cl)c(Cl)c1Cl,-14%,-4%,0%,45*,0%,53*,-17%
O=C(OC1CCOC1=O)c1cccc(S(=O)(=O)Nc2cccc(Cl)c2)c1 (centres undefined),-6%,?,?,-4,2%,-8,-1%
CCNC(=O)C(C)NC(=O)C1=NN(c2ccccc2)C(=O)CC1 (centres undefined),-6%,33%[activator],29%,-4,-8%,2,3%
CSc1ccccc1C(=O)NCCc1ccc(S(=O)(=O)N2CCCCC2)cc1,2%,5.2µM*,/,-2,10%,-7,-10%
COc1cccc(/C=C2\Sc3ccc(C(=O)NCC4CCCO4)cc3N(C)C2=O)c1 (centres undefined),3%,?,11%,6,1%,11,-5%
CCN1CCN(Cc2cc(=O)oc3cc(C)cc(C)c23)CC1,7%,7%,/,1,8%,-19,29%
N#Cc1cnn(Cc2ccccc2)c1N,2%,24%,?,-5,-6%,-14,10%
c1cnc2ccc(C(c3nnnn3C3CCCC3)N3CCSCC3)cc2c1 (centres undefined),0%,?,15%,-4,2%,-10,-1%
COc1ccccc1-c1nc(C#N)c(N2CCN(c3ccccc3)CC2)o1,4%,5%,4%,-3,1%,-4,?
CCOCCCNC(=S)Nc1ccc2nc3n(c(=O)c2c1)CCCCC3,2%,-11%,-20%,6,3%,-5,7%
COc1cc(/C=N/NC(=O)CCn2c3ccccc3c3ccccc32)cc(OC)c1OC,3%,-16%,-18%,1,1%,-8,0%
COc1ccc(NC(=S)NCCc2ccccc2)c(C)c1,-4%,?,15µM*,9,-1%,1,4%
CCOC(=O)c1[nH]n(-c2ccc(Cl)cc2)c(=O)c1C,-9%,?,?,0,0%,2,1%
COc1ccc(NC(=O)CCn2cccc2)c(OC)c1,-8%,-19%,-14%,-3,12%[11.5 µM],-3,-22%
CC(=O)C1=C(O)C(=O)N(CCc2c[nH]c3ccccc23)C1c1ccco1 (centres undefined),3%,/,?,-2,-3%,-28,-3%
COc1ccc(S(=O)(=O)N2CCCCCC2)cc1C(=O)OCc1cccc(OC)c1OC,7%,?,-5%,/,/,/,-2%
O=C(COc1ccc(F)cc1Cl)NC1CCCCCC1,0%,127%[activator],223%[activator],/,/,/,7%
COc1cccc(-c2nn(-c3ccccc3)cc2C(=O)OCC(=O)Nc2ncc(Cl)cc2Cl)c1,-9%,10%,-98%,0,1%,-15,-16%
NS(=O)(=O)c1ccc(CCNC(=O)COC(=O)C2CCN(c3ccc(C(F)(F)F)cn3)CC2)cc1,-12%,6%,0%,/,/,/,-14%
O=S(=O)(c1ccc(NCCOc2ccccc2)nc1)N1CCCC1,2%,?,?,/,/,/,4%
COCCCN1C(=O)c2ccc(C(=O)Nc3ccccc3Cl)cc2C1=O,-6%,-1%[0.00184 µM],?,-3,0%,3,9%
CCOc1ccc(NC(=S)NC(C)CCc2ccccc2)cc1 (centres undefined),-7%,?,?,9,1%,-7,6%
CC(C)(C)N(NC(=O)Nc1ccc(F)cc1)C(=O)c1ccccc1,0%,0%,?,-7,-1%,-13,-16%
COc1cc(CN2CCSCC2)c([N+](=O)[O-])cc1OC,5%,53%[activator],48%[activator],-2,8%,/,-3%
O=S(=O)(Nc1ccc2c(c1)OCO2)c1cccs1,-5%,-11%,?,2,-2%,11,2%

# Rewritten with values under each structure: 2 of the compounds above.
# Each structure is followed by: TbPYK inhibitor, Pf growth 48h, Pf growth 96h, Cycloheximide cs, LmPK inh, Shiga inhibitor, AMA1 RON2 block
- COc1ccc(S(=O)(=O)N2CCCCCC2)cc1C(=O)OCc1cccc(OC)c1OC
 : 7%, ?, -5%, /, /, /, -2%
- COc1cc(CN2CCSCC2)c([N+](=O)[O-])cc1OC
 : 5%, 53%[activator], 48%[activator], -2, 8%, /, -3%
